# Compound activity from PubChem BioAssay.
# GLP-1R agonist: activates the human GLP-1 receptor | P43220 | HEK293 GLP-1R CRE-luciferase, luminescence, 4-6 h; cells express a hypersensitive GLP-1R form | Potency, µM (titrated, usually from 45.6 µM), for inactives: at the top dose activation, usual class: activators | 380,000 compounds, 0.007% hits | AID 624172; also: % of control where 0% means no effect
# Target sequence (P43220 whole entry, looked up): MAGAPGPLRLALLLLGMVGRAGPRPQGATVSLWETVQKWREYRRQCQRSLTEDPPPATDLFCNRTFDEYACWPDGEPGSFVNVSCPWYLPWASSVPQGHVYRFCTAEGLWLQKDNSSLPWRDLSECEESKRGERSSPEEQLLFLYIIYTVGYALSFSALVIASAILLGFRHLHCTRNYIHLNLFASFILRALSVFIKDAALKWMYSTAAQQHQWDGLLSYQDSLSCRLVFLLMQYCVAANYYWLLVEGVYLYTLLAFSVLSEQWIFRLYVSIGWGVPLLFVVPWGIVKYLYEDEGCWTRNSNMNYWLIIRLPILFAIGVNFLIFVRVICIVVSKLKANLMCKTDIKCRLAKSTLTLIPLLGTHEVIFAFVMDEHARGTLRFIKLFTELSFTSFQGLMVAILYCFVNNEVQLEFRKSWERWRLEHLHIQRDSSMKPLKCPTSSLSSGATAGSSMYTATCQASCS
# HEK293 tox: cytotoxic in the GLP-1 receptor inverse agonist counter-screen. Potency, µM (highest dose often 38.3 µM), inactives show at the highest dose activity change, negative = inhibition, usual class: inhibitors. HEK293 cAMP-luciferase reporter cells, luminescence, 24 h. 410,000 compounds, 0.13% hits;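 also: loss of luciferase light is scored as toxicity; % is scaled to controls: 0 for no effect and ±100 for the full control effect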
#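 Cells in DMEM/10% Nu serum/1% pen-strep, 1536-well format. Pre-incubated 12 h, dosed with 23 nL compound, incubated a further 24 h. Luciferase detection, 12 min at room temp, luminescence.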
# GLP-1R inv ag: GLP-1 receptor (human) inverse agonism; P43220; HEK293 GLP-1R CRE-luciferase, luminescence, 24 h; GLP-1R form is constitutively active; Potency, µM (doses to about 38.3 µM), inactives show at the highest dose activity change, negative = inhibition, most hits filed as inhibitors; 410,000 compounds, 1.6% hits; AID 624417; also: % is scaled to controls: 0 for no effect and ±100 for the full control effect; nearly all actives have a fitted effect of over 55% in size
#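 Seeding at 200 cells/uL, 12 h culture, 24 hr compound treatment, then luciferase reagent and a luminescence read; cells are HEK293 stably expressing a constitutively active GLP-1R plus cAMP-responsive luciferase.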
# HT1080NT lethal: kills 2HG-producing HT-1080-NT fibrosarcoma cells | HT-1080-NT fibrosarcoma viability, CellTiter-Glo ATP luminescence, 48 h | Potency, µM (titrated, usually from 46.1 µM), inactives show at the top dose activity, negative = less viability, actives largely listed as cytotoxic | 360,000 compounds, 1.6% hits | AID 686970;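 also: NT is the 2HG producing partner of a matched IDH1 knockdown line; 0% = DMSO-treated cells and -100% = media-only wells without cells; nearly all actives have a fitted effect of over 55% in size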
#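 Read-out is CellTiter-Glo luminescence after 10 minutes at room temperature, following 48 hours' compound treatment of HT-1080-NT cells (750 cells/well, RPMI, 5% FBS, 37 degrees C).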
# SW480 rereplic: inducers of DNA re-replication in SW480 colon cancer cells. 340,000 compounds, 1.8% hits. SW480 DNA re-replication, Hoechst DNA content imaging, 48 h. AID 624297. Potency, µM (titrated, usually from 46.1 µM), without a hit: top-dose re-replication activation, most hits filed as activators; also: % of control where 0% means no effect; nearly all actives have a fitted effect of over 55% in size
#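 DNA re-replication was detected as more nuclei of elevated Hoechst intensity after 48 hr exposure to compound (23 nL pinned per well of 250 cells).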
# HT1080 IDH1KD tx: kills HT-1080 cells with IDH1 knockdown. HT-1080 IDH1 knockdown viability, ATP luminescence, 48 h. Potency, µM (highest dose often 46.1 µM), for the others: at the top dose activity, negative = toxicity, most hits filed as cytotoxic. 360,000 compounds, 2% hits;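 also: 0% = DMSO wells and -100% = cell-free medium wells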
#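 IDH1KD HT-1080 cells, 750/well, RPMI + 5% FBS; compound pinned after 2 h settling; 48 h, 37 °C; CellTiter-Glo luminescence; % activity normalised to DMSO and no-cell wells; curves fitted, classed by r2 and efficacy.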
# KB-V1 MDR tox: kills drug-selected multidrug resistant KB-V1 cells | KB-V1 MDR cells viability, CellTiter-Glo, 72 h | Potency, µM (top dose mostly 46.1 µM), inactives show at the top dose activity change, negative = cytotoxicity, most hits filed as cytotoxic | 400,000 compounds, 3.4% hits | AID 1347076; also: % is scaled to controls: 0 for no effect and ±100 for the full control effect; nearly all actives have a fitted effect of over 60% in size
#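 KB-V1 cells (P-gp-expressing MDR subline of KB-3-1) in phenol-red-free DMEM with 10% FBS were exposed to library compounds over a concentration series for 72 h at 37 degrees C. Viability read by CellTiter-Glo luminescence; concentration-effect curves fitted after normalization.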
# KB-3-1 cytotox: kills parental KB-3-1 adenocarcinoma cells; KB-3-1 viability, CellTiter-Glo ATP luminescence, 72 h; Potency, µM (series often up to 46.1 µM), for inactives: top-dose activity change, negative = cytotoxic, actives largely listed as cytotoxic; 400,000 compounds, 1.4% hits; AID 1347075; also: % is scaled to controls: 0 for no effect and ±100 for the full control effect; nearly all actives have a fitted effect of over 60% in size
#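 Multi-concentration cytotoxicity screen in KB-3-1 cells grown in DMEM lacking phenol red with 10% FBS. After 72 h at 37 °C with compound, ATP-dependent luminescence was recorded.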
# TDP-43 yeast inh: TDP-43 toxicity inhibition in yeast. 410,000 compounds, 1.8% hits. Potency, µM (titrated, usually from 46.1 µM), inactives show at the highest dose growth rescue (activation), actives largely listed as activators. TDP-43 expressing yeast growth rescue, BacTiter-Glo, 24 h; also: % of control where 0% means no effect; nearly all actives have a fitted effect of over 50% in size
#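 Yeast cells expressing TDP-43 under galactose induction are exposed to compounds for 24 hr at 30 deg C. BacTiter-Glo luminescence measures growth, so protective compounds score as activators.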
# An asterisk follows results filed as active; ? = inconclusive; . = not tested or not shown; [ ] = dose if it differs, or a comment. Calls follow the shape of the dose curve; as a rule, active = well fitted curve in the direction sought with a large enough effect; inconclusive = small, poorly fitted or top-dose-only effect, or another doubt; inactive = no such curve, though single readings can be large; an effect the other way counts as inactive or inconclusive. Potency is read from the fitted curve at half-maximal effect.
SMILES,GLP-1R agonist,HEK293 tox,GLP-1R inv ag,HT1080NT lethal,SW480 rereplic,HT1080 IDH1KD tx,KB-V1 MDR tox,KB-3-1 cytotox,TDP-43 yeast inh
Cc1ccc(-n2ccnc2SCC(=O)c2c(N)n(C3CC3)c(=O)[nH]c2=O)cc1C,3%,-9%,6%,-3%,3%,0%,?,0%,1%
CCCCC[C@H](C)N1C[C@@H](COCc2ccccc2)Oc2cc(N3CCC[C@H]3C(N)=O)ccc2S1(=O)=O,3%,-3%,?,?,.,?,?,-28%,11%
CCc1nc2c(OCC(=O)N(C)C)cccn2c1N(C=O)Cc1ccc(OC)cc1,-1%,5%,-16%,10%,.,0%,6%,0%,20%
O=[N+]([O-])c1ccc(N2CCCC2)c([N+](=O)[O-])c1,0%,6%,17%,-10%,.,-3%,-29%,0%,?
Cc1cc(C(=O)Nc2ccc(C(C)C)cc2)c2c(C)nn(-c3ccccc3)c2n1,-9%,-4%,14%,.,.,.,?,-26%,-13%
Cc1nn(-c2ccccc2)c(OC(=O)c2ccc(Cl)cc2)c1S(=O)(=O)c1ccccc1,-3%,2%,-4%,.,.,.,16%,9%,-15%
COc1ccc2[nH]c3c(c2c1)CCN1C(=O)C(CC(=O)NCc2cccc(C(F)(F)F)c2)C[C@H](C(=O)N(C(C)C)C(C)C)[C@@]31C (stereo partly drawn),5%,2%,?,-7%,9%,-1%,-6%,0%,10%
CC(=O)c1ccc(OCc2c(-c3ccccc3)nnn2CC(=O)NS(=O)(=O)c2ccc(C)cc2)cc1,1%,-2%,-11%,7%,.,?,1%,0%,-2%
CC(=O)N(Cc1ccc(Br)cc1)c1cccc(C)c1C,7%,-5%,?,?,?,?,0%,-5%,22%
CCn1c(NC(=O)c2nn(C)cc2Br)nc2ccccc21,1%,-14%,8%,0%,-1%,-5%,?,-28%,17%
O=C(CN1CCN(c2ccc(O)cc2)CC1)Nc1cc(S(=O)(=O)N2CCCCC2)ccc1Cl,13%,-7%,?,?,-1%,-17%,8.2µM*,-18%,-4%
Cc1cccc(NC(=S)N2CCn3cccc3C2c2cccnc2)c1 (stereo not drawn),-2%,-17%,-4%,6%,-6%,4%,16µM*,-3%,17%
Cc1cccc2c1Sc1ccc(Cl)cc1CC2N1CCNCC1 (stereo not drawn),-14%,?,?,23µM*,29%,?,?,?,6%
CCOC(=O)c1nnc(-c2ccccc2)nc1Oc1ccccc1Cl,-4%,?,-21%,?,3%,?,21%,0%,-3%
CCN(CC)c1ccc(/C=N/Nc2nc(C)cc(C)n2)c(O)c1,-5%,?,?,?,8.2µM*,?,?,?,-15%
NC(=O)c1cc[n+](CC(=O)NC(=O)Nc2ccccc2)cc1,6%,-24%,3%,6%,-13%,6%,0%,0%,-20%
Cc1ccc(C(c2c(C)n(C)n(-c3ccccc3)c2=O)c2c(C)n(C)n(-c3ccccc3)c2=O)s1,10%,-3%,?,-7%,?,-22%,-5%,?,-11%
CCC(C(=O)O)N1C(=O)/C(=C/c2cccn2C)SC1=S (stereo not drawn),-5%,17%,-14%,-1%,1%,-5%,11%,1%,8%
CCc1ccccc1NC(=O)c1cnc2n(c1=O)CCS2,12%,-10%,1%,13%,-11%,6%,?,-8%,13%
COc1ccccc1NS(=O)(=O)c1cccc(C(=O)NN)c1,2%,8%,0%,-12%,-3%,5%,1%,0%,-18%
CCC(C(=O)OC)n1cnc2c(nnn2-c2cccc(OC)c2)c1=O (stereo not drawn),7%,-16%,2%,4%,-24%,14%,1%,-1%,2%
O=C(NC(O)C(=O)c1ccccc1)c1ccccn1 (stereo not drawn),1%,4%,3%,-6%,6%,4%,0%,?,-1%
CN(C)c1ccc(C2C3CCCc4ccccc4C3=NN2C)cc1 (stereo not drawn),1%,3%,-20%,11%,-7%,13%,-4%,-13%,0%
COc1cc(NC(=O)NCCn2nnc3cc(S(=O)(=O)N(C)C)ccc32)cc(OC)c1,.,1%,11%,.,.,.,3%,9%,11%
O=C1C(c2ccccc2)=NCCN1C(c1ccc(F)cc1)c1nc2ccccc2[nH]1 (stereo not drawn),15%,0%,-3%,-1%,.,8%,1%,0%,26%
COc1ccccc1NC(=O)C1=C(C)Nc2ncnn2C1c1ccc(C)o1 (stereo not drawn),-7%,-5%,0%,1%,-4%,1%,-1%,15%,-8%
O=C(CN1CCN(S(=O)(=O)c2ccccc2)CC1)Nc1ccccc1Cl,9%,4%,-28%,-6%,1%,-3%,.,.,1%
CCn1c(C)nnc1SCC(=O)Nc1nccs1,1%,?,4%,6%,-1%,8%,13%,6%,23%
O=C(COc1ccccc1F)NCc1ccc(-n2cccc2)cc1,1%,-1%[0.307 µM],4%[0.307 µM],-17%,-2%,-1%,-23%,-22%,?
O=C(c1ccccc1Br)N1CCC(c2nc3ccccc3s2)CC1,11%,-18%,?,-3%,7%,-1%,-13%,-1%,?
COc1ccc(C)cc1-n1c(SCC(=O)Nc2cc(C)on2)nc2sc(C)c(C)c2c1=O,3%,-8%,-27%,-1%,?,-16%,9%,5%,3%
COc1ccccc1N(CC(=O)N/N=C/c1ccccc1C(=O)O)S(C)(=O)=O,2%,-6%,11%,-4%,28%,-6%,-17%,-7%,-10%
COc1ccc(/C=N/NC(=O)c2cc(-c3cccn3C)n[nH]2)cc1OC,7%,2%,60%[activator],11%,3%,10%,4%,-8%,-2%
CCC(c1nnnn1Cc1ccccc1)N(Cc1cc2cc(OC)ccc2[nH]c1=O)CC1CCCO1 (stereo not drawn),11%,-12%,14%,-16%,0%[9.22 µM],-11%,-4%,-12%,-4%
Cc1ccccc1Nc1c(-c2ccco2)nc2c(C)cccn12,.,5%,?,.,.,.,0%,-5%,?
Cc1ccc(CNC(=O)CCS(=O)(=O)c2cc(Br)cc3c2N(C(=O)C2CC2)CC3)o1,17%,14%,-8%,-6%,22%,-6%,-9%,0%,-12%
CCOC(=O)c1ccc(NC(=O)Cn2nnc(-c3ccc(F)cc3)n2)cc1,-6%,1%,0%,-4%,-5%,-6%,0%,-1%,1%
Cc1c(C(=O)NCc2ccccc2)oc2ccc(S(=O)(=O)N3CCC(C)CC3)cc12,.,5%,2%,.,.,.,4%,1%,45%
O=S(=O)(Nc1cccc(-c2ccc3nncn3n2)c1)c1cccs1,14%,19%,48%[activator],-3%,-20%,0%,-5%,16%,-21%
Cc1ccc(S(=O)(=O)Nc2nc(C)cc(-n3nc(C)cc3C)n2)cc1,10%,-2%,4%,?,-1%,16µM*,2%,-2%,-24%

# Sorted by SMILES length (ascending): some entries from above.
SMILES,GLP-1R agonist,HEK293 tox,GLP-1R inv ag,HT1080NT lethal,SW480 rereplic,HT1080 IDH1KD tx,KB-V1 MDR tox,KB-3-1 cytotox,TDP-43 yeast inh
CCC(C(=O)O)N1C(=O)/C(=C/c2cccn2C)SC1=S (stereo not drawn),-5%,17%,-14%,-1%,1%,-5%,11%,1%,8%
CCOC(=O)c1ccc(NC(=O)Cn2nnc(-c3ccc(F)cc3)n2)cc1,-6%,1%,0%,-4%,-5%,-6%,0%,-1%,1%
COc1ccccc1N(CC(=O)N/N=C/c1ccccc1C(=O)O)S(C)(=O)=O,2%,-6%,11%,-4%,28%,-6%,-17%,-7%,-10%
Cc1ccc(C(c2c(C)n(C)n(-c3ccccc3)c2=O)c2c(C)n(C)n(-c3ccccc3)c2=O)s1,10%,-3%,?,-7%,?,-22%,-5%,?,-11%

# More entries:
SMILES,GLP-1R agonist,HEK293 tox,GLP-1R inv ag,HT1080NT lethal,SW480 rereplic,HT1080 IDH1KD tx,KB-V1 MDR tox,KB-3-1 cytotox,TDP-43 yeast inh
CCOc1cc(N2CCOCC2)c(OCC)cc1NC(=O)c1ccc(OC)c(S(=O)(=O)N2CCOCC2)c1,-1%,7%,12%,-9%,-1%,0%,5%,5%,1%
Oc1c(Cl)cc(Cl)cc1CNn1cnnc1,1%,4%,-7%,3%,-3%,-3%,4%,-2%,-21%
CC(C)C(=O)Nc1nnc(SCC(=O)N2c3ccccc3CC2C)s1 (stereo not drawn),2%,-14%,-3%,-3%,-1%,-13%,-15%,6%,0%
O=C(NN=Cc1ccccc1)C(Oc1ccccc1)c1ccccc1 (stereo not drawn),3%,2%,?,-5%,19%,-4%,-2%,12%,-1%
CCC(CC)C(=O)c1c[nH]c(C(=O)NCc2ccccc2)c1,17%,-16%,-6%,-1%,2%,9%,?,4%,20%
CCC(C)NC(=O)c1cc2c(=O)n3ccccc3nc2s1 (stereo not drawn),4%,188%[activator],54%[activator],20%,-12%,24%,-4%,1%,4%
CC(C)N1CCN(C(=O)c2ccc([N+](=O)[O-])cc2)CC1,0%,6%,8%,9%,-15%,7%,8%,0%,9%
O=C1C(c2ccc(F)cc2)N(Cc2ccc3c(c2)OCO3)C(=O)CN1C1CCCC1 (stereo not drawn),-1%,-7%,-13%,1%,-1%,-6%,-17%,8%,-20%
Cc1cc(C)n2nc3nc(N4CCCC4)nc(-c4ccccc4)c3c2n1,16%,24%,23%,4%,?,-2%,0%,18%,18%
N#Cc1ccc(COC(=O)c2ccc(N3CCCC3)c([N+](=O)[O-])c2)cc1,23%,-2%,?,23%,-20%,15%,?,-28%,5%
Cc1ccc(-n2c(C)cc(C(=O)COc3cccnc3[N+](=O)[O-])c2C)cc1,5%,19%,?,-17%,?,-1%,-22%,0%,-12%
Cc1cc(NS(=O)(=O)c2ccc(NC(=O)COc3ccc(Cl)cc3)cc2)no1,0%,0%,5%,-1%,-5%,10%,0%,7%,15%
CCN1C[C@@H]2[C@@H]3C(=O)N(C)C(=O)[C@@H]3[C@](CC)(C1=O)N2C(=O)c1ccc(C(F)(F)F)cc1,1%,2%,0%,4%,-8%,11%,11%,18%,2%

# Some of these compounds in order of the GLP-1R agonist value, high to low:
molecule,GLP-1R agonist
Cc1cc(C)n2nc3nc(N4CCCC4)nc(-c4ccccc4)c3c2n1,16%
CC(C)C(=O)Nc1nnc(SCC(=O)N2c3ccccc3CC2C)s1 (stereo not drawn),2%
O=C1C(c2ccc(F)cc2)N(Cc2ccc3c(c2)OCO3)C(=O)CN1C1CCCC1 (stereo not drawn),-1%

# Random draw from the library (roughly 9.4% active in at least one column).
